Bioassay records (PubChem)
Rpn11 inh – Rpn11 (PSMD14) deubiquitinase inhibitors, primary screen, biochemical, fluorescence polarization, uHTS | human 26S proteasome, Ub4-pepOG fluorescence polarization; 20S core pre-blocked with epoxomicin | calls only at 20 µM | 360,000 compounds, 0.59% hits | AID 588493, 2011;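 active = inhibition at 20 µM, scaled to each plate's controls, above about 33%, limit read from the data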
Target sequence (O00487 whole entry, looked up): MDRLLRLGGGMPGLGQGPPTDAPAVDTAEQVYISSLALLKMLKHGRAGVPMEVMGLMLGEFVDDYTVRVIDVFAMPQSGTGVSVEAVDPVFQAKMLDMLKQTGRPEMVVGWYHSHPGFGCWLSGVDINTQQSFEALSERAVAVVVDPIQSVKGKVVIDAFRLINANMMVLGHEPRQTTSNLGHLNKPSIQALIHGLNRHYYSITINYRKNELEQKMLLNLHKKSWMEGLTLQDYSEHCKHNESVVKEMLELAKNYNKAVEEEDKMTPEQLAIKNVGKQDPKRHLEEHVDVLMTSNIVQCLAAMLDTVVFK
MLLE-PAM2 inh – inhibitors of PABP1 MLLE–PAM2 peptide binding, primary screen, biochemical, fluorescence polarization, FITC-PAM2, GST-MLLE. Polyadenylate-binding protein 1 (Homo sapiens), P11940. 360,000 compounds, 0.36% hits. AID 588489, 2011. inhibition, % at 20 µM; in the data active = inhibition above about 35%, passing the limit was not always enough;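 also: plate controls were DMSO wells with GST-MLLE for no effect and wells lacking GST-MLLE protein for full effect; some results filed as inactive read as strong as hits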
Scp1 inh – Scp-1 phosphatase inhibitors, primary screen, biochemical, colorimetric, uHTS; Carboxy-terminal domain RNA polymerase II polypeptide A small phosphatase 1 (Homo …; Recombinant Scp1, phosphopeptide, malachite green phosphate absorbance; inhibition, % at 20 µM; 340,000 compounds, 0.88% hits;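 active = inhibition above about 50% at 20 µM, limit read from the data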;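 also: plate controls were DMSO wells with enzyme for no effect and wells lacking enzyme for full effect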
Target sequence (Q9GZU7 76-261 limits assumed): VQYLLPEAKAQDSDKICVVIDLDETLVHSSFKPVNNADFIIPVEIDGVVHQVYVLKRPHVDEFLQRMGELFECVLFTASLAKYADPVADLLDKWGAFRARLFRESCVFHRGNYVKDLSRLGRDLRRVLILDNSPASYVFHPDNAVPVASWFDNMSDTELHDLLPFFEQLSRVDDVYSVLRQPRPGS
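Assay system: SCP-1 catalytic fragment, aa 76-261 | Buffer or medium: Tris acetate buffer pH 5.5 with MgCl2 and Tween-20 | Compound: One concentration, 20 µM, with 1.0% DMSO | Also added: Phospho 17-mer peptide substrate | Signal: Absorbance at 630 nm | Incubation: 45 min enzyme reaction at room temperature | Measure: % inhibition of SCP-1 phosphate liberation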
DNMT1 inh – human DNMT1 methyltransferase inhibitors, primary screen, biochemical, molecular beacon, fluorescence, HinP1I cleavage, uHTS. inhibition (reported as % activation of signal), % at 10 µM. DNA (cytosine-5)-methyltransferase 1 (Homo sapiens), P26358. 360,000 compounds, 0.83% hits; in the data active = inhibition above about 50%
SUMO1 PPI mod – modulators of SUMO1 protein-protein interactions, primary screen, biochemical, uHTS; inhibition, % at 20 µM; 360,000 compounds, 0.33% hits; SUMO1 binding to a labelled peptide, TR-FRET, 1 h; Small ubiquitin-related modifier 1 (Homo sapiens), P63165; in the data active = inhibition above about 37%
TbMetRS inhib – T. brucei MetRS inhibitors, primary screen, biochemical, luminescence | methionyl-tRNA synthetase (Trypanosoma brucei brucei) | purified T. brucei MetRS, ATP depletion, Kinase-Glo luminescence | inhibition, % at 11.9 µM | 360,000 compounds, 0.4% hits;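 active = inhibition above a per-plate cutoff of the control wells' mean inhibition plus 3 SD, cut at about 5.5% in these data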;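 also: 0% = DMSO wells median and 100% = median of wells with control inhibitor compound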
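Material – parasite MetRS enzyme · Medium – HEPES-MgCl2-KCl buffer plus DTT, spermine, BSA, pyrophosphatase · Reagent – ATP, methionine and E. coli bulk tRNA substrates · Times – 15 min enzyme-compound preincubation, 2 h reaction, 10 min detection, 25 °C · Measured by – luminescence of leftover ATP · Evaluation – percent inhibition relative to median high and low control wells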
NadD block – inhibitors of S. aureus NadD, primary screen, biochemical, colorimetric, uHTS; purified NadD enzyme, colorimetric absorbance read-out; inhibition, % at 20 µM; 360,000 compounds, 0.78% hits; Nicotinate-nucleotide adenylyltransferase NadD (Staphylococcus aureus N315); in the data active = inhibition above about 26%; also: some compounds past the cut are filed as inactive
LMPTP inh – LMPTP phosphatase inhibitors, primary screen, biochemical, fluorescence intensity, uHTS; inhibition, % at 20 µM; 360,000 compounds, 0.22% hits; recombinant LMPTP-A, OMFP fluorogenic substrate;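 active = compounds that cut the enzyme signal by at least half of the control window in the single-dose screen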;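 also: plate controls were DMSO wells with enzyme plus substrate for no effect and substrate without enzyme for full effect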
Target sequence (P24666 whole entry, looked up): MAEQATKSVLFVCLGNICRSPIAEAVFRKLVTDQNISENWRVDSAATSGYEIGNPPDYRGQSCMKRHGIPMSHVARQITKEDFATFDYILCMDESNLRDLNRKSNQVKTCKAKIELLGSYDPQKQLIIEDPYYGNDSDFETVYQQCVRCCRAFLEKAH
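material = LMPTP-A | quantity = 0.625 nM enzyme | reagent = OMFP substrate, 400 µM final | buffer or medium = Bis-Tris pH 6.0, DTT, detergent | detection = endpoint fluorescence intensity from OMFP dephosphorylation | dosing = single 20 µM dose | read-out basis = % inhibition relative to no-enzyme and uninhibited control wells | control set = no-enzyme and uninhibited controls | timing = 50 min at room temperature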
STEP block – STEP phosphatase inhibitors, primary screen, biochemical, fluorescence intensity, uHTS | inhibition, % at 20 µM | Tyrosine-protein phosphatase non-receptor type 5 (Homo sapiens), P54829 | recombinant STEP, OMFP fluorogenic substrate | 360,000 compounds, 0.25% hits;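 active = inhibition at 20 µM, scaled per plate between control wells, above about 37%, limit read from the data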;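 also: 0% = DMSO with enzyme and substrate and 100% = substrate only without enzyme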
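Test system: STEP tyrosine phosphatase / Reagent: OMFP at 25 µM / Doses: 20 µM, 1% DMSO / Read-out: percent inhibition scaled to no-enzyme and uninhibited-enzyme controls, plate-pattern corrected / Detection: FITC-channel fluorescence of OMFP product / Medium: Bis-Tris buffer pH 6.0, 2.5 mM DTT, 0.005% Tween 20 / Schedule: 20 min at room temperature, dark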
CSN deneddyl inh – inhibitors of CSN-mediated cullin deneddylation, primary screen, biochemical, fluorescence polarization, uHTS; COP9 signalosome complex subunit 5 (Homo sapiens), Q92905; Purified CSN, SCF-Nedd8-OG deneddylation; inhibition, % at 12.5 µM; 360,000 compounds, 0.38% hits;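 active = pattern-corrected inhibition above about 35%, with an unprinted fluorescence ratio check between 0.5 and 1.5, limit read from the data, passing the limit was not always enough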;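 also: 0% = enzyme with substrate and 100% = substrate without enzyme; some results filed as inactive read as strong as hits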
Target sequence (Q92905 whole entry, looked up, one chain of several): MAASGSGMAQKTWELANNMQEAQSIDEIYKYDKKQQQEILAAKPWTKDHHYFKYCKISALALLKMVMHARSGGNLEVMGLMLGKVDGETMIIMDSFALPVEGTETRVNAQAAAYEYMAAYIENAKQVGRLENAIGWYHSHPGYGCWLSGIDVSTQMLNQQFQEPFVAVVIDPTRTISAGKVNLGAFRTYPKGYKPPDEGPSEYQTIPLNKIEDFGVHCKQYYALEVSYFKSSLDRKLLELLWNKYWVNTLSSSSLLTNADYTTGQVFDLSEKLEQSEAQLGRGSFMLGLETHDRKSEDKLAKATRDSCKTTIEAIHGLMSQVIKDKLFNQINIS
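Assay system: Purified human Csn5 enzyme expressed in HEK293T cells | Amount: Enzyme 0.24 nM | Measured by: Fluorescence polarization readout | Medium: Tris/NaCl/DTT buffer, pH 7.5 | Compound dosing: One concentration, 12.5 µM, 0.25% DMSO | Times: 90 min incubation of compound, enzyme and substrate at room temperature | Control set: no-enzyme wells high, enzyme-with-substrate wells low | Read-out: % inhibition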
Active calls of the source: *; i = inactive; / = no result given; + = active, no number.

Rpn11 inh,MLLE-PAM2 inh,Scp1 inh,DNMT1 inh,SUMO1 PPI mod,TbMetRS inhib,NadD block,LMPTP inh,STEP block,CSN deneddyl inh,SMILES
i,4,-6,-4,-34,0.5,-7,1.5,2,8,Cc1ccc(C(=O)c2cc([N+](=O)[O-])ccc2N2CC(C)OC(C)C2)cc1 (stereo not drawn)
i,-1,-3,-3,0,0.6,2,-3.1,0,-1,O=C(Nc1cc(Cl)ccc1O)C1CCCO1 (stereo not drawn)
i,11,6,5,1,-1.1,-1,-0.3,-2,4,O=C(Cn1nnc2ccccc21)c1ccc(Cl)cc1
i,4,-15,3,2,0.5,-6,-0.5,-2,-11,O=C(CCSc1ccccc1)NCCSCc1ccccc1
i,-106,-5,-6,9,0.1,-5,2.3,6,0,Cc1cccc(Nc2nnc(SCC(=O)c3ccc(O)cc3O)s2)c1
i,9,0,2,1,-0.4,-6,0.8,-1,6,COc1ccnc(CSC(N)=Nc2ccccc2C(F)(F)F)c1
i,-10,-9,3,4,-1.0,1,1.3,1,-1,CN(C/C=C/c1ccccc1)Cc1cccc2ccccc12
i,-2,7,1,-2,-0.2,0,-0.5,1,-2,CC(C)C1Oc2ccccc2N(CC(=O)NCCCN2C(C)CCCC2C)C1=O (stereo not drawn)
i,-2,3,7,-2,-0.3,2,1.1,-2,1,CC(C)(C)c1ccc(CN2C3=NCCCN3c3ccccc32)cc1
i,-4,-8,-2,20,0.1,4,-1.1,0,0,COc1ccc(N2CCN(C(=O)Nc3ccccc3C)CC2)cc1
i,-7,-8,1,-8,-0.1,-2,0.8,0,-3,COC(=O)C1=C(C(=O)OC)N2C=CC=CC2(C)C(C(=O)OC)=C1C(=O)OC (stereo not drawn)
i,-19,2,0,2,-0.1,-4,-2.1,-3,1,CCOc1ccc(C(=O)OCC(=O)NCCNC(=O)COC(=O)c2ccc(OCC)cc2)cc1
i,-5,0,5,-22,0.1,-1,0.8,0,-1,CCOC(=O)c1cc2c(=O)n3ccccc3nc2n(CC(C)C)c1=NC(=O)c1ccco1
i,2,-6,-14,-2,0.5,14,-1.8,0,-2,O=C(Nc1ccc2c(c1)OCO2)c1cc(-c2cccnc2)nc2ccccc12
i,-6,/,-4,-33,0.0,-1,-8.4,-3,-1,CN(Cc1ccc(Cl)cc1Cl)C(=O)C1CSC2(C)CCC(=O)N12 (stereo not drawn)
i,22,3,4,-3,-0.3,-1,-1.0,2,-3,O=C(O)c1cc(Br)ccc1NN=C1CCCCC1
i,-5,-7,-1,0,-0.4,4,-4.4,1,5,CC(=O)C1=C(O)C(=O)N(Cc2ccccc2)C1c1ccc(F)cc1 (stereo not drawn)
/,-160,5,-9,0,-0.2,34*,2.2,-5,54,Cc1ccc(N=C2NC(=O)/C(=C/c3cn(C)c4ccccc34)S2)cc1C
i,12,3,0,1,-0.5,4,-1.2,-3,1,COc1ccccc1N(CC(=O)Nc1c(C)cccc1C)S(C)(=O)=O
i,-10,11,1,-2,-1.1,4,-1.1,-1,4,CCOC(=O)C1(Cc2ccccc2)CCN(Cc2cccn2-c2nccs2)CC1
i,10,-9,1,2,0.5,-1,-0.8,4,5,Cc1cc(C)c(C#N)c(OCC(=O)Nc2ccccc2)n1
i,-2,3,17,1,-0.1,-7,4.3,3,10,CN(C)CCn1c2ccccc2c2nc3ccc([N+](=O)[O-])cc3cc21
+,-22,-4,0,-4,-0.3,-5,-1.1,0,10,COc1ccc(/C=C/C(=O)Nc2ccc(OC)cc2[N+](=O)[O-])cc1
i,-5,6,1,-2,-1.8,2,-0.8,-2,-2,CNC(=S)N/N=C/c1ccc2c(c1)OCCO2
i,-3,2,1,2,-0.1,-6,1.1,-2,1,Cc1sc2ncnc(NC3CCN(Cc4ccccc4)CC3)c2c1C
i,-3,-2,2,2,0.4,-1,-0.4,0,3,O=C(OCc1cc2ccccc2[nH]c1=O)c1ccccc1
i,-40,-1,0,2,-0.1,-3,-1.7,0,3,O=c1[nH]c(SCCN2CCOCC2)nc(O)c1-c1ccccc1
i,7,-7,-9,-5,-0.2,2,-0.6,1,0,O=C(CCCCCN1C(=O)CCC1=O)Nc1ccc2c(c1)OCO2
i,6,-3,1,4,-0.9,4,0.0,1,-1,CCc1sc(C(=O)N2CCN(c3ccc(F)cc3)CC2)cc1C
i,13,8,-1,-2,-0.8,8,-1.0,1,5,Cc1ccc(NNS(=O)(=O)c2ccc(C)cc2)cc1
i,8,-5,-1,-2,-1.2,-1,-0.1,2,-1,Cc1ccc(S(=O)(=O)N2CCN(C(=O)CN3CCN(C)CC3)C2)cc1
i,3,-7,-2,-7,0.2,2,4.0,3,4,O=C(N/N=C/c1cccc(OCc2ccccc2)c1)c1ccc(Br)o1
i,18,-3,-4,-3,-0.8,-10,0.1,-1,6,CC(C)(C)NS(=O)(=O)c1ccc(NS(=O)(=O)Cc2ccccc2)cc1
i,8,-5,3,0,0.1,-7,-0.9,-5,3,CC(=O)Nc1ccccc1C(=O)C(=O)NCCc1ccccc1
i,5,/,3,7,-1.0,4,-0.8,2,1,Cc1cccc(N2CCN(C(=O)COc3noc4nc(C)cc(C)c34)CC2C)c1 (stereo not drawn)
i,7,3,4,1,-0.3,0,-3.0,-2,0,O=C(NCCCN1CCOCC1)c1cn(-c2ccccc2)nc1-c1ccc(F)cc1
i,-3,-5,2,-1,0.2,2,1.5,2,5,Cc1cc(NC(=O)NC(=O)c2cccc(OC(F)(F)C(F)F)c2)n[nH]1
i,-5,/,2,-25,-0.2,0,0.3,5,-2,O=C(COC(=O)C1CC(=O)N(Cc2ccccc2)C1)Nc1ccc([N+](=O)[O-])cc1Br (stereo not drawn)
i,12,-2,-4,13,-0.1,22,0.8,-1,0,CCOC(=O)c1ccc(NC(=S)NNC(=O)c2cc(-c3cccnc3)nc3ccccc23)cc1
i,-6,3,3,-2,-0.1,-2,4.2,0,1,Cc1ccc(-c2noc(-c3cc(C(C)(C)C)nn3Cc3ccccc3)n2)cc1
i,29,7,4,2,-1.1,-5,-1.0,-2,3,Cc1nnc(SCC(=O)N2CCCc3ccccc32)[nH]c1=O
i,-2,-11,3,-7,-0.9,-2,-0.6,0,2,CCN1C(=O)/C(=C\c2ccc3c(c2)OCO3)C(C(=O)OC)=C1C
i,-4,-3,1,1,-0.7,10,-1.5,2,1,N#Cc1ccc(CSc2nnc(-c3ccncc3)n2CCc2ccccc2)cc1
i,-20,-4,2,5,-1.1,2,-1.7,-1,0,CCC(=O)Nc1sc(C(=O)Nc2ccccc2OC)c(C)c1C(=O)OC
i,-5,-10,6,3,-0.2,-4,-0.6,-3,1,Cc1cccc(C)c1N1C(=O)CCC(C)(C)C1=O
i,-13,-2,2,-3,0.5,-2,-1.8,-2,-3,CCOC(=O)c1cccc(NC(=O)C2CCCO2)c1 (stereo not drawn)
i,6,3,-1,-11,-1.6,-4,0.5,0,3,O=[N+]([O-])c1ccc(O)c(P(=O)(c2ccccc2)c2ccccc2)c1
i,22,-11,2,30,-0.3,48*,3.5,-1,3,COc1ccc(NS(=O)(=O)c2ccc(NC(=S)NC(=O)/C=C/c3ccccc3)cc2)nn1
i,0,-5,3,-4,-0.2,-5,0.1,1,-4,CC(C)(CNC(=O)c1cccs1)N1CCOCC1
i,2,2,-1,1,-1.3,-1,-1.5,-1,-3,CC(C)(C)NC(=O)C1CCN(c2ccc(S(=O)(=O)N3CCOCC3)cc2Cl)CC1

Sorted by molecular weight (lowest first): 3 of the compounds above.
Rpn11 inh,MLLE-PAM2 inh,Scp1 inh,DNMT1 inh,SUMO1 PPI mod,TbMetRS inhib,NadD block,LMPTP inh,STEP block,CSN deneddyl inh,SMILES
i,6,3,-1,-11,-1.6,-4,0.5,0,3,O=[N+]([O-])c1ccc(O)c(P(=O)(c2ccccc2)c2ccccc2)c1
i,-20,-4,2,5,-1.1,2,-1.7,-1,0,CCC(=O)Nc1sc(C(=O)Nc2ccccc2OC)c(C)c1C(=O)OC
i,-4,-3,1,1,-0.7,10,-1.5,2,1,N#Cc1ccc(CSc2nnc(-c3ccncc3)n2CCc2ccccc2)cc1

(continued)
Rpn11 inh,MLLE-PAM2 inh,Scp1 inh,DNMT1 inh,SUMO1 PPI mod,TbMetRS inhib,NadD block,LMPTP inh,STEP block,CSN deneddyl inh,SMILES
i,4,-13,-3,-6,-0.4,-9,-0.4,1,-2,CCc1ccc(/C=C\C(=O)N2CCCC2)cc1
i,9,-2,-1,-12,-0.5,-2,-1.4,0,-5,CSc1ccccc1NC(=O)c1noc(C)c1[N+](=O)[O-]
i,-7,-15,-4,4,0.0,-6,3.5,0,-8,CC(C)OC(=O)c1cn(-c2ccccc2)nc1-c1ccc2c(c1)OCCO2
i,5,-2,1,2,-0.5,-6,-0.7,0,0,O=C(c1ccc(Cl)s1)N1CCN(C23CC4CC(CC(C4)C2)C3)CC1
i,-2,-6,4,-3,0.1,2,-2.5,-3,-3,Cc1cccc(NC(=O)CC2NCCNC2=O)c1 (stereo not drawn)
i,3,-2,4,1,-0.3,-1,-0.3,-1,-6,CC(C)(C)NC(=O)C(=O)NCCC1=CCCCC1
i,4,/,4,-1,-1.2,0,0.9,2,0,CN1OC[C@@H]2CN(Cc3ccccc3)[C@H](c3ccc(-n4ccnc4)cc3)C[C@@H]21
